HCT116 PTEN-null – growth suppression of PTEN-null HCT116, primary screen, cell-based, CellTiter-Glo; viability, % at 10 µM; AID 827, 2007; HCT116 PTEN-null viability, 60 h; stronger effect = lower value; hit rate 1.2% among 140,000;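 active = viability at or below a set limit, 4 SD under the median of all tested compounds, cut at about 3.7% in these data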;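 note: PTEN knockout HCT116 line with beta catenin targeted HCT116 as companion control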
Yeast life ext – compounds extending yeast replicative lifespan, primary screen, S. cerevisiae, OD615. S. cerevisiae growth with nicotinamide; deaD strain in restrictive glucose medium. inhibition of the nicotinamide effect, % at 10 µM. hit rate 0.68% among 130,000;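 active = inhibition above a set limit, placed 3 SD over the median of all compounds, cut at about 26% in these data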;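 note: 0% = nicotinamide-treated wells and 100% = cells grown without nicotinamide; some compounds called inactive have numbers as strong as hits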
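Test system – modified budding yeast, DeaD strain · Compound – single dose 10 µM compound, 0.25% DMSO · Times – culture preincubation 4 h, compound exposure 48 h, both 30 °C · Detection – optical density (absorbance) at 615 nm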
E-sel TNF inh – E-selectin induction blockers in HUVEC – imaging, immunofluorescence, high content, primary screen; HUVEC TNFa-induced E-selectin immunofluorescence; inhibition, % at 2 µM; hit rate 0.71% among 120,000;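 active = inhibition above the batch mean plus 3 SD, and confirmed as a hit on visual image review, cut at about 43% in these data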;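 note: 0% = TNF-stimulated DMSO wells and 100% = unstimulated control wells; not every result past the cut was called active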
NPY Y2 blocker – NPY-Y2 receptor antagonists, primary screen, cell-based. hit rate 0.99% among 140,000. NPY-Y2 expressing cells, antagonist mode. AID 793, 2007. inhibition, % at 2.7 µM; in the data active = inhibition above about 17%;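 note: 0% = vehicle with agonist challenge and 100% = reference antagonist with challenge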
Target sequence (P49146 whole entry, looked up): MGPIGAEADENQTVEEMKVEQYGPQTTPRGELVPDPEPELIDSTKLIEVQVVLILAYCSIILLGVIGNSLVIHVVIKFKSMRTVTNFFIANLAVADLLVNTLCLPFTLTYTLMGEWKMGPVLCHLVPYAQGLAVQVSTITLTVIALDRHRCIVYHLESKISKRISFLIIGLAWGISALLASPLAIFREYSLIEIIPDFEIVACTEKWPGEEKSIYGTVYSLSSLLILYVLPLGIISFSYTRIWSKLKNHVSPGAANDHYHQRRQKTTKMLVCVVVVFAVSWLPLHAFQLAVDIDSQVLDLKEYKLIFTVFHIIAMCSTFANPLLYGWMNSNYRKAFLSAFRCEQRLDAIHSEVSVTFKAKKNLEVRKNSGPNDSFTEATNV
MRP-1 activ – H69AR viability gain despite doxorubicin, primary screen, MRP-1 activator project, H69AR cells, CellTiter-Glo | viability rescue | hit rate 0.61% among 140,000 | AID 799, 2007 | viability increase, % at 10 µM;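 active = viability gain under doxorubicin at or above a set limit, the compound median plus 3 SD, cut at about 4.7% in these data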;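 note: MRP-1 overexpressing cells given doxorubicin 25 µM after compound pretreatment; 18-22 h compound pretreatment then 72 h with doxorubicin before readout; 0% = doxorubicin-only wells and 100% = vehicle-treated cells without doxorubicin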
HCT116 bCat-KO – primary screen for growth suppressors in beta-catenin knockout HCT116 cells (colon tumor, human). hit rate 1.5% among 140,000. HCT116 beta-catenin knockout viability, CellTiter-Glo, 60 h; stronger effect = lower value. viability, % at 10 µM. AID 818, 2007;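 active = viability at or under a set limit, the compound median less 4 SD, cut at about 6% in these data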;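 note: 0% = Hyamine 1622 control at 20 µM and 100% = untreated cell control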
Yeast growth inh – growth inhibitors of yeast BB579 in restrictive medium, primary screen, yeast lifespan-shortening project, S. cerevisiae. inhibition, % at 10 µM. OD615, 48 h. hit rate 0.51% among 140,000;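 active = inhibition above a set limit, 3 SD over the mean compound inhibition, cut at about 44% in these data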; note: inactives centre near -24
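System: Saccharomyces cerevisiae DeaD strain BB579, replicative lifespan model yeast | Buffer or medium: Restrictive glucose-based CSMM-D medium | Times: 4 h preincubation and 48 h exposure at 30 °C | Detection: OD615 turbidity measurement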
GALR2 antag – GALR2 antagonists in receptor-expressing cells, primary screen. antagonist mode. inhibition, % at 4 µM. Galanin receptor type 2 (Homo sapiens), O43603. AID 828, 2007. hit rate 0.39% among 140,000; in the data active = inhibition above about 27%;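 note: cells stimulated with galanin 1-16 at roughly its EC80; 0% = agonist challenge control and 100% = basal control without agonist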
Target sequence (O43603 whole entry, looked up): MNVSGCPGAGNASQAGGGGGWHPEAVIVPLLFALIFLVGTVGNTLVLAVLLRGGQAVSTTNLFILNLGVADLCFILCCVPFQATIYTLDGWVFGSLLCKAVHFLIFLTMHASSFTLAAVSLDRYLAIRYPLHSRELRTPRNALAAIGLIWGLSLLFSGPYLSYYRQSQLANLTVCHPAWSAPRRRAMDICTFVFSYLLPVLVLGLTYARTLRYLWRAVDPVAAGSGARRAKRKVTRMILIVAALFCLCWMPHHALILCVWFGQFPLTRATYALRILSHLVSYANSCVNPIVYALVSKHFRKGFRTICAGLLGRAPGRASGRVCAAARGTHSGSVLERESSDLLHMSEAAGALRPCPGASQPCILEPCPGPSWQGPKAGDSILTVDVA
Measles CPE – compounds protecting cells from measles virus cytopathic effect, primary screen, measles RdRp inhibitor project, single point, MLSMR library, absorbance; Measles virus-infected cells, CPE protection; protection (pct of control), % at 4 µM; hit rate 1.5% among 140,000; AID 841, 2007; in the data active = protection mostly above about 24%, no sharp cut-off; inactive = mostly below about 26%; note: some compounds called inactive have numbers as strong as hits
Phagocyt inh – inhibitors of macrophage phagocytosis, primary screen, imaging, J774A.1 cells, IgG beads; J774A.1 macrophage IgG-bead phagocytosis; inhibition, % at 5 µM; hit rate 0.07% among 110,000; AID 1029, 2008;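 active = inhibition above the mean of the plate negative controls plus 5 SD, cut at about 13% in these data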;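 note: phagocytic index as fraction of beads internalized from green versus red external bead signal; plate controls were DMSO negative control for no effect and cytochalasin-D positive control for full effect; some results beyond the cut were filed as inactive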
* = called active by the depositor; · = no result given; & = joins results of further samples. The order is random. Share with any hit: about 6.2%.

SMILES | HCT116 PTEN-null | Yeast life ext | E-sel TNF inh | NPY Y2 blocker | MRP-1 activ | HCT116 bCat-KO | Yeast growth inh | GALR2 antag | Measles CPE | Phagocyt inh
CC1CCN(CCCNC(=O)c2ccc3c(=O)n(CCc4ccccc4)c(=O)[nH]c3c2)CC1 | 78 | -10 | -9 | 0 | -2.0 | 76 | -36 | -7 | 5 | 0
N#CC(C#N)=C1C=CC=CN1/C(=C\c1ccco1)C(=O)c1ccc(Cl)cc1 | 2.2* | 2 | · | 18* | -5.0 | 2.4* | -43 | 68* | 1 | ·
COc1ccc(NC(=O)Cc2ccc(C)cc2)c([N+](=O)[O-])c1 | 100 | -4 | · | 2 | -1.2 | 104 | 6 | 3 | 5 | 0
CC(C)CCn1nnnc1C(c1ccccc1)N1CCN(C)CC1 (stereo not given) | 94 | -4 | -46 | 3 | -3.8 | 82 | -19 | -1 | 13 | 0
Cc1ccn(CC(=O)N2N=C(C(F)F)CC2(O)C(F)F)n1 (stereo not given) | 98 | 4 | -20 | 1 | -0.9 | 101 | -14 | 6 | 10 | -3
CC(C)n1c(SC2C(=O)CC(C)(C)CC2=O)nc2c1c(=O)n(C)c(=O)n2C | 90&102 | -12 | -24 | 0 | 0.1 | 88 | 6 | -10 | 4 | -2
CCn1nnc(-c2ccccc2NC(=O)c2cccc(-n3cnnn3)c2)n1 | 95 | -26 | 27 | 2 | -3.0 | 94 | -39 | -8 | 6 | 0
CCOC(=O)CCNC(C(=O)OCC)c1ccccc1 (stereo not given) | 96 | -5 | 15 | 2 | 0.5 | 101 | 6 | 0 | 20 | 0
O=C(CSCc1ccc(Cl)cc1)N1CCN(Cc2ccc3c(c2)OCO3)CC1 | 85 | · | 19 | 11 | 5.5* | 88 | -46 | -2 | 4 | ·
CC(C)(C)NC(=O)CSc1nnc(C2CC2)n1Cc1ccccc1 | 100 | -8 | -2 | 5 | -3.4 | 89 | -14 | 7 | 11 | 0
c1ccc(-c2nc(N3CCCCCC3)nc(-n3ccnc3)n2)cc1 | 29 | -19 | 3 | 9 | -5.5 | 28 | -28 | -2 | 7 | ·
O=C1OC2CCC1(c1ccccc1)C2 (stereo not given) | 99 | · | 21 | 1 | 0.2 | 90 | -5 | 14 | 5 | ·
Cn1c(Cn2c(=O)sc3ccccc32)nnc1SCc1ccccc1F | 88 | -5 | 6 | 2 | -1.4 | 91 | -3 | 14 | 13 | 0
CCCC1COC(Cn2cncn2)(c2ccc(C)cc2)O1 (stereo not given) | 105 | -20 | · | 5 | 0.7 | 109 | 94* | -10 | 4 | -1
Cc1cc(C(=O)N/N=C/c2cc(Br)cc(Br)c2OC(=O)c2ccccc2)n[nH]1 | 8 | 9 | -36 | 3 | 2.0 | 5.1* | -31 | 1 | 20 | -10
CCOc1ccc(CCNC(=O)CCn2cccc2)cc1OCC | 77 | -16 | · | -1 | -2.1 | 72 | -3 | -3 | 21 | -1
COC(=O)c1ccc(N/C=C/C(=O)c2ccc(OC)c(OC)c2)cc1 | 88 | -2 | 6 | 3 | -2.1 | 70 | -15 | 5 | 1 | 3
O=C(Nn1cnc2ccccc2c1=O)C1CCCCC1 | 100 | 2 | · | 1 | -1.1 | 99 | -91 | -11 | 12 | 0
Cc1cc(SCC(=O)c2cc3ccccc3o2)nc2ccccc12 | 84 | -8 | -1 | 5 | -3.1 | 83 | -33 | 18 | 8 | ·
O=C(COc1cc(Cl)c(Cl)cc1Cl)Nn1cnnc1 | 90 | -6 | 4 | 1 | -3.6 | 100 | 13 | -8 | 1 | 0
CCOC(=O)/C(CCC[N+](C)(CC)CC)=N\O | 103 | 2 | 3 | -1 | -0.5 | 93 | -7 | -8 | 14 | 0
CN1CCN(S(=O)(=O)c2ccc(=O)[nH]c2)CC1 | 113 | 4 | -2 | 0 | 0.3 | 97 | -23 | -2 | 11 | -2
O=C(CCl)N(c1ccccc1)c1c[nH]c2ccccc12 | 1.3* | -6 | 1 | 2 | -6.7 | 1.9* | -14 | 37* | 4 | 6
COC(=O)C1=C(C)N=c2s/c(=C/c3ccoc3)c(=O)n2C1c1ccccc1 (stereo not given) | 92 | -3 | -21 | 5 | -1.7 | 92 | -24 | 8 | 22 | -2
Cc1ccc(N2C(=O)CC3(CC4C=CC3C4)C2=O)cc1 (stereo not given) | 99 | 4 | · | -1 | 1.5 | 100 | -61 | -2 | 53* | 0
COc1cc2c(cc1NC(=O)CC1SC(N3CCCC3)=NC1=O)oc1ccccc12 (stereo not given) | 68 | -11 | 23 | -3 | 0.8 | 81 | -73 | -1 | 17 | -1
CCOC(=O)c1ccc(NS(=O)(=O)c2c(C)n(C)c(=O)n(C)c2=O)cc1 | 97 | -6 | · | 1 | -0.7 | 101 | -57 | 2 | 10 | ·
C=CCNC(=O)c1onc(CSc2ccc(F)c(F)c2)c1C(=O)O | 98 | -9 | -3 | 11 | -1.4 | 102 | -52 | -5 | 11 | ·
COc1ccc(N2Cc3ccccc3C2)cc1Cl | 114 | -7 | · | 1 | -2.4 | 92 | -26 | -1 | 9 | 0
CCC(=O)Nc1cc(OC)c(NC(=O)c2ccccc2)cc1OC | 102 | -13 | 0 | 1 | -0.7 | 102 | -48 | 4 | 29 | 4
O=[N+]([O-])c1ccc(O)c(-c2nc(-c3ccccc3)c(-c3cccs3)[nH]2)c1 | 17 | -19 | 43 | 3 | -2.3 | 14 | -91 | 3 | 14 | ·
CCCCOc1ccccc1C1C(C(=O)OC)=C(C)N(C)C(C)=C1C(=O)OC | 83 | · | -12 | 16 | -2.3 | 85 | -31 | -1 | 6 | ·
CC1CCC(C(C)C)C(OC(=O)COC(=O)c2ccc(N)cc2)C1 (stereo not given) | 74 | 5 | 19 | 0 | 1.8 | 80 | -35 | 2 | 15 | -3
CCN(CC)S(=O)(=O)c1cccc(C(=O)N/N=C/c2ccc(OC)c(O)c2)c1 | 86 | 1 | · | 0 | -2.4 | 82 | -16 | 13 | 8 | 0
Cc1ccc2nc(-c3ccc(NS(=O)(=O)c4ccc(F)c(F)c4)cc3)sc2c1 | 35 | -7 | · | 0 | -2.0 | 45 | 68* | 5 | 7 | -5
Cc1ccc(C)c(C(=O)COC(=O)c2ccc(Br)o2)c1 | 85 | -10 | 8 | 3 | -2.4 | 84 | 3 | -13 | 6 | ·
O=C(ONC1=NCCCCC1)c1c(F)cccc1F | 92 | -6 | -10 | 0 | -2.7 | 79 | 14 | 14 | 1 | 0
COC(=O)Cc1cn(-c2ncc(C(F)(F)F)cc2Cl)c2ccccc12 | 88 | -14 | 15 | 6 | 0.0 | 97 | -32 | -6 | 11 | 5
Cc1noc(C)c1COC(=O)CCN1c2ccccc2Sc2ccccc21 | 93 | 3 | -20 | 1 | 0.1 | 80 | -24 | 2 | 4 | 0
O=C(Nc1ccc(F)cc1)Nc1cc(OCC(F)(F)F)cc(OCC(F)(F)F)c1 | 3.7* | 13 | · | -3 | -6.2 | 5.5* | -12 | 23 | 2 | -1
CC1CCc2nn(CC(=O)Nc3c(F)cc(F)cc3Br)cc2C1 (stereo not given) | 94 | -1 | · | · | 1.4 | 90 | -20 | · | 20 | 0
CCOc1ccc(OCc2ccc(C(=O)Nc3cccnc3)o2)cc1 | 72 | -21 | -17 | -1 | -0.3 | 69 | -35 | 3 | 15 | 4
O=c1oc2ccc3ccccc3c2c2c1SC(C(F)(F)F)C2 (stereo not given) | 98 | -11 | -20 | 3 | 0.6 | 87 | -19 | 3 | 14 | -1
COc1cccc(-c2cc(N)nn2C(=O)Nc2ccc(Cl)cc2)c1 | 97 | -14 | · | -1 | -1.4 | 97 | -64 | 11 | 14 | 0
CN1CCN(C2=C(Cl)C(=O)N(Cc3ccccc3)C2=O)CC1 | 76 | 2 | -5 | 0 | -4.6 | 76 | -18 | 1 | 13 | -1
O=C(Nc1cccs1)Nc1ccccc1Cl | 90 | -11 | · | 1 | -3.5 | 81 | -12 | 9 | 5 | -1
CCOC(=O)COC(=O)c1ccc(Oc2cc(C)nc(SC)n2)cc1 | 102 | · | 15 | 5 | -1.1 | 85 | -42 | -7 | 6 | ·
O=C(Nc1sc2c(c1-c1nc3ccccc3[nH]1)CCCC2)C1CCCC1 | 72 | -7 | -7 | -5 | -4.9 | 74 | -27 | 13 | 9 | -1
CCC1CCCCN1c1nc2c(C=O)c(C)nn2c2ccccc12 (stereo not given) | 60 | -1 | · | 13 | -1.2 | 67 | -25 | -2 | 45 | -11
Cc1ccc(S(=O)(=O)NCc2cn3c(C)csc3n2)cc1 | 96 | -4 | 11 | -1 | -1.7 | 92 | -36 | -2 | 0 | 0
O=C(COC(=O)c1ccncc1)NC(=O)C1CCCCC1 | 92 | -9 | · | 0 | -0.6 | 93 | -29 | 3 | 3 | ·
O=C(NO)c1ccc(C(=O)N(C2CCCCC2)C2CCCCC2)cc1 | 71 | -3 | 21 | 13 | -5.5 | 67 | 13 | 6 | 2 | -1
CC1(c2ccccn2)Nc2ccccc2-c2nc3ccccc3n21 (stereo not given) | 69 | -23 | · | 2 | -0.6 | 71 | -16 | -5 | 4 | 0
COc1ccc(C=C(c2nc3ccccc3s2)c2nc3ccccc3s2)cc1O | 24 | -1 | 2 | -3 | -5.2 | 25 | -43 | 19 | 17 | 3
CS/C(=N\S(=O)(=O)c1ccccc1)c1ccccc1 | 102 | 12 | -13 | 3 | 0.0 | 97 | -49 | -1 | 27 | 7
c1ccc(CNc2nc3ccccc3n3cnnc23)cc1 | 91 | -10 | 0 | 6 | -0.2 | 98 | -37 | -4 | 3 | 0
COc1ccc(-n2c(Cc3cccn3C)nnc2SCC(=O)NCC2CCCO2)cc1 (stereo not given) | 94 | -8 | · | 0 | 0.1 | 84 | -13 | -2 | 12 | 1
CC(=O)N(C)/C=C1\Sc2ccccc2C1=O | 99 | -8 | 12 | -1 | -2.0 | 91 | -28 | 16 | 2 | 0
CN(C)c1nc(C(N)=O)nc(N2CCOCC2)n1 | 100 | 3 | -35 | -1 | 0.8 | 88 | -38 | -5 | 3 | -1
O=C(NCCN1CCOCC1)c1ccc(CS(=O)(=O)Cc2ccccc2F)o1 | 101 | -19 | 15 | 1 | -0.9 | 101 | 8 | -7 | 5 | 0

Assay outcomes as filed in PubChem.
